Compound activity (PubChem BioAssay)
SENP1 FRET inh – blocks the human SENP1 SUMO protease catalytic domain; recombinant SENP1 catalytic domain, CyPet-SUMO1-YPet FRET cleavage; actives 0.21% (n = 360,000); inhibition, % at 10 µM; Q9P0U3;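 active = inhibition at least 30% at 10 µM, raw YFP signal under a set limit, fluorescence ratio 0.5 to 1.5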;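 also: 0% = enzyme with DMSO and 100% = no enzyme wells; some results filed as inactive read as strong as hits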
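Material: hSENP1 catalytic domain, recombinant; medium: Tris pH 8 with BME, BSA, NP40 and catalase; compound: single concentration of 10 µM compound, 0.5% DMSO final; technique: FRET read of cyan and yellow fluorescence; timing: 50 min enzyme reaction, room temperature, light-protected; reagent: SFCypet-SUMO1-SFYpet substrate at 25 nM; control set: no-enzyme low, enzyme-DMSO high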
SENP8 block-1 – blocks the human protease SENP8. actives 1.2% (n = 330,000). Q96LD8. purified SENP8, Z-RLRGG-aminoluciferin cleavage, luminescence. inhibition, % at 10 µM. AID 2540; in the data active = inhibition above about 50%
Target sequence (Q96LD8 whole entry, looked up): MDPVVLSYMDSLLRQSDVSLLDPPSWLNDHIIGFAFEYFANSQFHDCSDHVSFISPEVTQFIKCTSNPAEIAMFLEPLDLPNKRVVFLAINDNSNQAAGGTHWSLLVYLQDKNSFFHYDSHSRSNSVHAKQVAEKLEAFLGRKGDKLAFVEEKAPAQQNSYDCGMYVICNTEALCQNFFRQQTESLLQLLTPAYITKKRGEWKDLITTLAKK
SENP6 inh – blocks the human protease SENP6 | Q9GZR1 | Recombinant SENP6 catalytic domain, aminoluciferin luminescence | inhibition, % at 10 µM | actives 1.8% (n = 330,000) | AID 2599;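 active = inhibition above about 50% at the single tested dose, limit read from the data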;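 also: plate controls were DMSO wells with enzyme for no effect and DMSO wells lacking enzyme for full effect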
Target sequence (Q9GZR1 628-1112 limits assumed): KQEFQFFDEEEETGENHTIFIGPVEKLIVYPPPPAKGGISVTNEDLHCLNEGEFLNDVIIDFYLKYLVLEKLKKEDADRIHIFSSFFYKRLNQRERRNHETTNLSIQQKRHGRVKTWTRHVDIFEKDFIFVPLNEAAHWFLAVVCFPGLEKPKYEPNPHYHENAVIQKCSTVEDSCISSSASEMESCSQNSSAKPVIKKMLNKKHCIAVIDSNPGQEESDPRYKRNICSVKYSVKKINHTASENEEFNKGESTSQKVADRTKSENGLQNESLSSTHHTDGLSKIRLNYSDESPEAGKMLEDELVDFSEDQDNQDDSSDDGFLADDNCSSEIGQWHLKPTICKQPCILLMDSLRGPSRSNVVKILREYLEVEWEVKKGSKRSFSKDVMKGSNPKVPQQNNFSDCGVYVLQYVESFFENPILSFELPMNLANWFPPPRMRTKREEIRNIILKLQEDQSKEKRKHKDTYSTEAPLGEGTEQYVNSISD
SENP8 block-2 – blocks human SENP8 cleavage of Nedd8 substrate | inhibition, % at 20 µM | AID 602440 | Q96LD8 | recombinant SENP8, Nedd8 substrate fluorescence | actives 0.64% (n = 360,000); in the data active = inhibition mostly above about 40%, no sharp cut-off; inactive = mostly below about 27%
SENP7 inh – blocks the human protease SENP7. Q9BQF6. recombinant SENP7, Z-RLRGG-aminoluciferin luminescence, 40 min. inhibition, % at 5 µM. actives 1.5% (n = 330,000). AID 434973;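 active = inhibition above about 50% at the single test dose, limit read from the data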;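 also: plate controls were DMSO with enzyme for no effect and no enzyme buffer wells for full effect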
PfG6PD inh – PfG6PD (Plasmodium falciparum) enzyme inhibition; PfGluPho enzyme, NADPH resazurin-diaphorase fluorescence; inhibition, % at 20 µM; actives 0.78% (n = 350,000); AID 504690;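 active = inhibition reaching at least a set limit at 20 µM in the primary screen, cut at about 59% in these data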;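 also: 0% = DMSO wells with substrate and 100% = DMSO wells lacking glucose-6-phosphate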
Apaf1 inhib – human Apaf-1 inhibition; O14727; reconstituted apoptosome caspase-3 activity, DEVD-Rh110 fluorescence; inhibition, % at 20 µM; actives 0.71% (n = 330,000); AID 489030; active = inhibition of at least 40% at 20 µM;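 also: plate controls were DMSO wells for no effect and DEVD-CHO caspase inhibitor wells for full effect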
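Material: cell-free apoptosome with Apaf-1, procaspase-3 and caspase-9; Buffer or medium: Hepes pH 7.5 with detergent and BSA; Reagent: cytochrome c trigger plus (Z-DEVD)2-Rh110 caspase-3 substrate; Times: compound with Apaf-1, dATP, procaspase-3 30 min, then 50 min reaction, room temperature; Technique: Rh110 fluorescence intensity.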
HKDC1 inhibitor – HKDC1 (human) hexokinase inhibition; Q2TB90; recombinant HKDC1, G6PDH/diaphorase resazurin coupled fluorescence; inhibition, % at 20 µM; actives 0.16% (n = 340,000); AID 493160;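 active = inhibition above about 35% when tested at 20 µM, limit read from the data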;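 also: plate controls were DMSO wells with enzyme for no effect and DMSO wells lacking enzyme for full effect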
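Material – in-house recombinant HK5 (HKDC1) enzyme · Quantity – HKDC1 at 5 µg/mL · Buffer or medium – pH 8.0 Tris buffer with 10 mM MgCl2 · Reagent – glucose with 1 mM ATP · Dosing – single 20 µM dose · Times – reaction time 90 min, room temperature, protected from light · Technique – resorufin fluorescence at 613 nm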
Numbers without * were called inactive; nt = no result given; & = joins results of further samples.

SMILES	SENP1 FRET inh	SENP8 block-1	SENP6 inh	SENP8 block-2	SENP7 inh	PfG6PD inh	Apaf1 inhib	HKDC1 inhibitor
CN(C)CCCN1c2ccccc2Sc2ccccc21	0	-7	-2	-14	8	5	10	1
CCOC(=O)C1(CCOc2ccccc2)CCN(Cc2ccc(O)c(Cl)c2)CC1	-1	-10	-11	6	-5	-1	-14	3
O=C1N(c2ccccc2)c2ccccc2C1(Cc1ccncc1)Cc1ccncc1	-2	-4	-15	8	-2	-10	14	-1
COc1cc2nc(N3CCN(C(=O)C4COc5ccccc5O4)CC3)nc(N)c2cc1OC (stereo not given)	0	4	-16	-379	1	25	4	13
CC(=O)N1C[C@H](O)C[C@H]1C(=O)O	-1	9	9	-4	8	-2	-9	-8
C[C@H]1c2cccc(O)c2C(=O)C2C(=O)C3(O)C(=O)C(C(N)=O)C(=O)[C@@H](N(C)C)[C@@H]3[C@@H](O)[C@@H]21 (stereo not given in full)	8	2	1	3	3	-3	-2	13
CN1CCC(=C2c3ccccc3CCc3sccc32)CC1	0	-1	8	11	4	5	10	-2
O=C1NCC2(CCN(CCc3ccccc3)CC2)O1	-2	4	3	4	9	10	-1	-7
N=C(N=C(N)N)N1CCOCC1	2	-6	-10	10	-6	10	9	-9
CC1(C)OC2CC3C4CC(F)C5=CC(=O)C=CC5(C)C4(F)C(O)CC3(C)C2(C(=O)CO)O1 (stereo not given)	1	4	11	16	-1	-16	1	1
CC1(C)O[C@H]2CC(=O)OCC23[C@H]2CC[C@@]4(C)[C@H](c5ccoc5)OC(=O)[C@H]5O[C@]54[C@]2(C)C(=O)C[C@@H]13 (stereo not given in full)	3	-7	3	26	6	6	9	-1
O=c1cc[nH]c(=O)[nH]1	3	-10	6	-3	1	-4	8	-9
C=C1c2cccc(O)c2C(=O)C2C(=O)[C@]3(O)C(=O)C(C(N)=O)C(=O)[C@@H](N(C)C)[C@@H]3[C@@H](O)[C@H]12 (stereo not given in full)	25	6	-28	15	-9	27	24	16
CC1=C(C(=O)O)N2C(=O)[C@@H](NC(=O)[C@H](N)c3ccc(O)cc3)[C@H]2SC1	0	nt	nt	5	nt	15	nt	0
Cc1onc(-c2ccccc2Cl)c1C(=O)N[C@@H]1C(=O)N2[C@@H]1SC(C)(C)[C@@H]2C(=O)O	-2&0	5	-6	-6&6	2	-17&7	-3	-6&-6
C[C@]12CC[C@H]3[C@@H](CCC4=CC(=O)CC[C@@]43C)[C@@H]1CC[C@@H]2C(=O)CO	-14	-6	-6	1	-9	11	6	1
Cc1nnc(NS(=O)(=O)c2ccc(N)cc2)s1	2	13	-16	1	-8	7	-11	-1
Cc1cc(C)nc(/N=C(\N)Nc2ccc(S(N)(=O)=O)cc2)n1	1	-10	-6	2	-2	4	-1	-13
O=C(O)[C@@H]1[C@H]2C[C@H]3c4[nH]c5ccccc5c4CCN3C[C@@H]2CC[C@@H]1O	-30	5	15	-64	16	13	18	8
COc1nc(C)nc(Cl)c1NC1=NCCN1	2&1	-1&4	8&0	3&11	7&5	-4&-6	-10&-7	-5&-8
CCOc1ccc(S(=O)(=O)N2CCCCCC2)c2ccccc12	3	4	27	6	-3	7	5	-5
COc1c(O)cc2c(c1O)C1OC(CO)C(O)C(O)C1OC2=O (stereo not given)	0	-5	-6	9	-6	14	3	-8
CCCCCCCCO	0	3	-6	7	1	-9	-3	-3
CN(C)C/C=C(/c1ccc(Br)cc1)c1cccnc1	0	-6	-20	9	-2	-1	10	-3
Nc1cc(-c2ccncc2)c[nH]c1=O	-34	-6	-8	8	-6	64*	8	14
CC(C)(CO)[C@@H](O)C(=O)NCCC(=O)O	2	7	-2	0	9	-2	-6	-3
NC(=O)NC(CCC(=O)O)C(=O)O (stereo not given)	-2	8	8	16	1	5	-10	-8
NS(=O)(=O)c1cc2c(cc1C(F)(F)F)NC(Cc1ccccc1)NS2(=O)=O (stereo not given)	2	9	0	-87	-4	-15	-8	8
c1ccc2c(CC3=NCCN3)cccc2c1	-2	1	-20	17	10	-16	-1	-6
COc1ccccc1OCC(O)COC(N)=O (stereo not given)	-1	11	5	2	-4	13	-12	-5
CC1=NN(c2ccccc2)C(=O)C1	3	-5	-8	49*	-3	12	41*	-4
CCC[C@H](N[C@@H](C)C(=O)N1[C@H](C(=O)O)C[C@@H]2CCCC[C@@H]21)C(=O)OCC	1	2	4	10	-10	-2	-5	-5
CC(=O)[C@H]1CC[C@H]2[C@@H]3C[C@H](C)C4=CC(=O)CC[C@]4(C)[C@H]3[C@@H](O)C[C@]12C	1	14	0	0	-8	-7	-4	-2
O=C(O)COC(=O)Cc1ccccc1Nc1c(Cl)cccc1Cl	1	3	-5	1	11	-16	-12	-4
Nc1ccc(C(=O)Nc2ccccc2N)cc1	1	-1	7	-9	3	0	-4	-4
CCCOc1ccccc1-c1nc2n[nH]nc2c(=O)[nH]1	1	-4	-8	-5	2	-21	-3	-4
C[C@H](CCC(=O)O)[C@H]1CC[C@H]2[C@@H]3[C@@H](O)C[C@@H]4C[C@H](O)CC[C@]4(C)[C@H]3CC[C@]12C	3	5	-12	2	2	-12	-9	-2
CC(=O)O[C@]1(C(C)=O)CC[C@H]2[C@@H]3C=C(Cl)C4=CC(=O)[C@@H]5C[C@@H]5[C@]4(C)[C@H]3CC[C@@]21C	0&0	0&5	-2&-10	2&6	8&-6	-12&23	4&4	0&7
CC(C)Cn1cnc2c1c(=O)n(C)c(=O)n2C	1	7	-6	9	2	-11	-4	-3
CC(Oc1c(Cl)cccc1Cl)C1=NCCN1 (stereo not given)	nt	4	-4	nt	-4	nt	-6	nt
C/C=C/C=N\NC(=O)c1ccncc1	4	-7	-12	13	-7	-5	10	-6
COc1ccc(CN(CCN(C)C)c2ccccn2)cc1	1&-1&2	-3	-20	2&-1&10	-4	-5&-7&-2	6	0&-5&-9
Cc1nc2c3ccccc3nc(NNC(=O)CCC(=O)N3CCN(c4ccccc4)CC3)n2n1	2	-6	3	12	-2	0	-3	-5
Cc1coc2c1C(=O)C(=O)c1c-2ccc2c1CCCC2(C)C	4	-4	45	61*	7	17	77*	22
CC(C)=CC(=O)O[C@@H]1Cc2cc3ccc(=O)oc3cc2OC1(C)C	2	-11	-18	-246	-5	-2	13	-2
CCCn1ncc(CN2CCCC(C(=O)c3cccc(OC(C)C)c3)C2)c1C (stereo not given)	2	-2	14	7	12	-2	5	-4

Shown with values under each structure: 2 of the compounds above
Under each structure: SENP1 FRET inh	SENP8 block-1	SENP6 inh	SENP8 block-2	SENP7 inh	PfG6PD inh	Apaf1 inhib	HKDC1 inhibitor
O=C1NCC2(CCN(CCc3ccccc3)CC2)O1
→ -2	4	3	4	9	10	-1	-7
N=C(N=C(N)N)N1CCOCC1
→ 2	-6	-10	10	-6	10	9	-9

By substructure, those above with four or more nitrogen atoms
SMILES	SENP1 FRET inh	SENP8 block-1	SENP6 inh	SENP8 block-2	SENP7 inh	PfG6PD inh	Apaf1 inhib	HKDC1 inhibitor
COc1cc2nc(N3CCN(C(=O)C4COc5ccccc5O4)CC3)nc(N)c2cc1OC (stereo not given)	0	4	-16	-379	1	25	4	13
N=C(N=C(N)N)N1CCOCC1	2	-6	-10	10	-6	10	9	-9
Cc1nnc(NS(=O)(=O)c2ccc(N)cc2)s1	2	13	-16	1	-8	7	-11	-1
Cc1cc(C)nc(/N=C(\N)Nc2ccc(S(N)(=O)=O)cc2)n1	1	-10	-6	2	-2	4	-1	-13
COc1nc(C)nc(Cl)c1NC1=NCCN1	2&1	-1&4	8&0	3&11	7&5	-4&-6	-10&-7	-5&-8
CCCOc1ccccc1-c1nc2n[nH]nc2c(=O)[nH]1	1	-4	-8	-5	2	-21	-3	-4
CC(C)Cn1cnc2c1c(=O)n(C)c(=O)n2C	1	7	-6	9	2	-11	-4	-3
Cc1nc2c3ccccc3nc(NNC(=O)CCC(=O)N3CCN(c4ccccc4)CC3)n2n1	2	-6	3	12	-2	0	-3	-5

The list is partial (hit frequency here may not be typical).
